Screens from PubChem.
EphB4 ephrin blk = EphB4-ephrin-B2 interaction antagonism; 97,000 compounds, 0.15% hits; EphB4 LBD / TNYL-RAW-Alexa532 peptide, fluorescence polarization; inhibition, % at 7 µM; AID 720;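 active = inhibition above the screen-wide mean inhibition plus 3 SD, cut at about 15% in these data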;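 note: 0% = DMSO wells and 100% = excess unlabeled TNYL-RAW peptide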
MT1-MMP txn act = activates MT1-MMP transcription. HT1080 MT1-MMP promoter luciferase reporter, luminescence, overnight; active compounds read high. activation factor at 10 µM. 86,000 compounds, 0.16% hits. AID 750;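 active = activation factor of at least 2 for MT1-MMP transcription at 10 µM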
S1P2 antag = blocks the human S1P2 receptor; O95136; 97,000 compounds, 0.21% hits; inhibition, % at 5 µM; AID 736; cell-based S1P2 antagonist assay, inhibition at 5 uM; in the data active = inhibition above about 45%;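 note: CRE beta-lactamase reporter cells expressing human S1P2 stimulated with S1P; 0% = agonist at EC80 alone and 100% = agonist plus reference antagonist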
S1P2 ag = S1P2 (human) receptor agonism. O95136. S1P2-expressing cell line, agonist reporter read-out. activation, % at 4.5 µM. 97,000 compounds, 0.46% hits; in the data active = activation above about 16%;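 note: 0% = vehicle low control and 100% = maximal reference agonist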
Rev-RRE block = inhibitors of HIV-1 Rev-RRE RNA interaction; P05866; Rev peptide-RRE RNA binding, FRET; inhibition, % at 8 µM; 97,000 compounds, 0.79% hits; AID 704;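 active = inhibition above the screen-wide mean plus 3 SD, cut at about 35% in these data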;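 note: 0% = median DMSO wells and 100% = median Neomycin B control wells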
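Test system: Cy5-tagged RRE RNA duplex with fluorescein-tagged Rev peptide; Probe or stimulus: labelled Rev peptide; Schedule: 5 min preincubation and 15 min binding, 25 °C; Signal: FRET fluorescence readout; Evaluation: % inhibition from 671/540 nm acceptor-to-donor ratio, scaled between controls; Control set: DMSO and neomycin B.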
PLK1 kinase inh = inhibitors of human PLK1 kinase. AID 619. 97,000 compounds, 0.53% hits. recombinant PLK1 kinase, TR-FRET peptide phosphorylation. inhibition, % at 10 µM;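 active = inhibition of 50% or more in the single-concentration screen; inactive = inhibition below 50%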;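 note: 0% = DMSO max control and 100% = H-89 dihydrochloride min control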
Target sequence (P53350 whole entry, looked up): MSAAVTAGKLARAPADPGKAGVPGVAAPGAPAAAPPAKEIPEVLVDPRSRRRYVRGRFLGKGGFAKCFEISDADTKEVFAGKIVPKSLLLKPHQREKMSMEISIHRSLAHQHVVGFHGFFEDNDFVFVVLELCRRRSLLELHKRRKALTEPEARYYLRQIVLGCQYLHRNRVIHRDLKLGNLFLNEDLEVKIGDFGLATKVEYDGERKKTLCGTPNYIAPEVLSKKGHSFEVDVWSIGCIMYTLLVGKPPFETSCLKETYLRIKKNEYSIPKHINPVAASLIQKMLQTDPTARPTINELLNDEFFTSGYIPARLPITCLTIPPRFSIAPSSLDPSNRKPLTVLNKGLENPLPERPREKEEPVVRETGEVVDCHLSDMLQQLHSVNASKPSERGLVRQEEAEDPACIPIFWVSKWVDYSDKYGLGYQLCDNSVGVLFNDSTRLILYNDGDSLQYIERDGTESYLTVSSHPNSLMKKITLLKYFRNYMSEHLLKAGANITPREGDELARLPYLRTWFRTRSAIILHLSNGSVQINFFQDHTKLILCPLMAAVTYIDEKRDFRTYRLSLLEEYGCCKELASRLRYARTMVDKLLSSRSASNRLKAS
FAK inh = blocks human focal adhesion kinase activity; Q05397; biochemical FAK kinase activity assay; inhibition, %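 (tested at 7 µM)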; 97,000 compounds, 0.84% hits; AID 727; in the data active = inhibition above about 19%;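 note: 0% = DMSO and 100% = reference compound high control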
Plk1 PBD FP = inhibitors of human Plk1 polo box domain binding; P53350; Plk1 PBD phosphopeptide binding, fluorescence polarization; inhibition, %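 (tested at about 20 µM)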; 97,000 compounds, 0.13% hits; AID 693; in the data active = inhibition above about 34%, passing the limit was not always enough
PLAP activator = activators of human placental alkaline phosphatase; activation fold at 20 µM; P05187; purified PLAP enzyme, luminescent substrate read-out; active compounds read high; AID 696; 96,000 compounds, 1.2% hits; in the data active = activation fold above about 2
Target sequence (P05187 whole entry, looked up): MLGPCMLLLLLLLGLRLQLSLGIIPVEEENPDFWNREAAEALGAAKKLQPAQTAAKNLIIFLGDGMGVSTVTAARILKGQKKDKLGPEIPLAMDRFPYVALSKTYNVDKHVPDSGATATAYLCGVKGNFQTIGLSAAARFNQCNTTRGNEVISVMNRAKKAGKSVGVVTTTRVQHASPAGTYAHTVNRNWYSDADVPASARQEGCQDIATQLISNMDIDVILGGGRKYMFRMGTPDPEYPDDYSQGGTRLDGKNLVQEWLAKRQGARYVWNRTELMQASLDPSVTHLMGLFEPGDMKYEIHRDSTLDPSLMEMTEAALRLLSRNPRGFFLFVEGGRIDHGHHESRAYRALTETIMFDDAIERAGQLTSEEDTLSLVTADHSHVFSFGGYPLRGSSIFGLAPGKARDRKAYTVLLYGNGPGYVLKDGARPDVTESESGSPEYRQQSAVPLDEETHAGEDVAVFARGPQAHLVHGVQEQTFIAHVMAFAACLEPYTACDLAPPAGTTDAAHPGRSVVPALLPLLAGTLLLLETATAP
Starred values were filed as active, the others as inactive; / = not tested or not shown; [ ] = remark or other dose.

cpd	Structure	EphB4 ephrin blk	MT1-MMP txn act	S1P2 antag	S1P2 ag	Rev-RRE block	PLK1 kinase inh	FAK inh	Plk1 PBD FP	PLAP activator
1	Cc1ccc2c(c1)N(CCC(=O)NCc1ccco1)C(=O)CO2	0	1	17	-2	7	-4	-4	-1	1.1
2	COc1cc2c(cc1NCc1ccc3c(c1)OCO3)oc1ccccc12	8	1.7	-14	-7	4	5	3	-4	/
3	Cc1nnc(SCC(=O)NCc2ccco2)[nH]c1=O	4	1.1	22	-5	13	-5	3	-8	1.2
4	Cc1ccc(NC(=S)NCCc2c[nH]c3ccccc23)cc1	-9	/	-23	0	1	-6	-1	33	0.6
5	COc1ccc(CCC(=O)Nc2nc3ccccc3[nH]2)cc1	-2	/	-5	-1	-2	-13	2	12	0.8
6	CC(=O)Nc1ccc2[nH]c3ccccc3c2c1	-4	1	0	-4	5	-11	3	17	0.9
7	CC(C)(C)C(=O)N1CCC(O)(CS(=O)(=O)Cc2ccccc2Cl)CC1	-6	/	-3	0	1	-9	-2	-17	1
8	CC(C)Cc1nc(N2CCN(C(=O)c3ccccc3)CC2)c(C#N)c2c1CCC2	1	1.2	-2	-4	0	-1	-10	-27	1.2
9	CCCCNCc1cc(OCC)c(OCC(N)=O)cc1Br	-12	1.2	10	-2	-3	4	0	-7	0.8
10	O=C1c2ccc(-c3nc4ccccc4o3)cc2C(=O)N1Cc1ccccc1	-3	/	3	-1	4	-15	-1	-10	/
11	COc1cc(CN2CCN(c3ccccc3F)CC2)cc(OC)c1O	7	1	2	-8	5	-9	1	-1	1.2
12	Cc1ccc(CNC(=O)c2ccccc2NS(C)(=O)=O)cc1	-11	1	-13	-1	0	-14	0	-3	1.2
13	O=C1COc2ccc(C(=O)COC(=O)c3ccc4ccccc4n3)cc2N1	0	1	-13	-8	4	-2	5	-7	1.4
14	CCN(CCCNC(=O)C1CCN(S(=O)(=O)c2cnc[nH]2)CC1)c1ccccc1	5	1.1	12	-4	-1	-9	-6	9	1.7
15	C/C(=C1/C(=O)N(c2ccc([N+](=O)[O-])cc2)N=C1c1ccccc1)N(C)C	-3	/	8	-4	2	-4	1	21	1.1
16	O=C(Nc1ncc(Cc2cccc(Cl)c2Cl)s1)c1ccc([N+](=O)[O-])cc1	-8	/	0	-4	1	-5	-8	-41	1.3
17	O=C(Nc1ccccc1C(=O)N1CCOCC1)c1noc2c1CCCC2	4	1.1	-18	1	6	-8	-1	-8	1.2
18	NCCCCCNC(=O)/C=N\O	-3	1.2	13	-1	5	-2	-5	-1	1
19	CCN(c1cccc(C(F)(F)F)c1)S(=O)(=O)c1ccc2c(c1)CCN2C(=O)C1CC1	3	1	-12	-4	10	-4	0	-31	1.2
20	Cc1nnc(C)n1N1C(=O)c2cccc3cccc(c23)C1=O	-1	1.1	-5	-3	10	-3	-4	19	1.1
21	c1ccc(CCCc2nc(-c3ccccn3)no2)cc1	3	1.1	-1	0	0	-11	-1	11	1
22	O=C(CS(=O)(=O)c1cn(Cc2ccccc2Cl)c2ccccc12)N1CCOCC1	2	1	-21	-6	12	-14	-2	14	/
23	COCCNC(=O)C(C)OC(=O)c1nsc(Cl)c1Cl (stereo unspecified)	-5	1.2	9	0	6	-8	2	6	1
24	CCC(C#CCN1CCOCC1)(CC)OCCC#N	0	1.1	6	-6	6	-9	-3	16	0.9
25	COCCN1C(=O)N(c2cccc(C)c2)C(=O)C1CC(=O)Nc1ccc(F)cc1 (stereo unspecified)	5	1.1	-4	-5	4	-13	-1	5	1.6
26	O=S(=O)(NCc1ccncc1)c1ccccc1	7	1	16	-5	6	-7	-2	-24	0.9
27	NC(=O)C1CCCN(C(=O)c2ccc(Cl)cc2)C1 (stereo unspecified)	1	1.1	-6	2	8	0	-6	-4	1.1
28	CCC(C)COC(=O)c1ccc(C(=O)O)cc1 (stereo unspecified)	-7	1.2	1	-2	4	-10	1	20	0.9
29	CC(C)Nc1nc(NC(C)C)nc(OCCOC(=O)Nc2ccccc2)n1	7	1.3	-1	-3	8	-6	0	-17	0.8
30	COc1ccc(C(=O)Cn2c(NCCO)nc3ccccc32)cc1OC	-2	1.2	-6	-4	5	-8	1	7	/
31	COc1ccccc1-c1nnc(NC(C)=O)s1	1	1.4	11	-6	6	-20	2	-3	1.1
32	O=C(O)CC(CP(=O)(c1ccccc1)c1ccccc1)C(=O)O (stereo unspecified)	8	1.2	7	-14	10	-13	-1	-9	1
33	COCCn1c(-c2ccccc2)nc2oc3cc(OC)ccc3c(=O)c2c1=O	-3	1	-13	-4	2	-15	9	20	1
34	Cc1c(C(=S)Nc2ccccc2)cnn1-c1ccccc1	0	/	12	-11	7	-2	7	-19	1
35	O=C(c1cccs1)N1CCN(C2CCN(Cc3ccccc3)CC2)CC1	-8	1.1	-13	-4	0	-5	-4	7	1.4
36	N#CC1=C(N)Oc2cc(O)ccc2C1c1ccncc1 (stereo unspecified)	-7	0.9	5	-3	10	6	0	-25	0.9
37	CCN1C/C(=C\c2cccc(C)c2)c2nc3ccccc3c(C(=O)O)c2C1	-7	/	4	-7	18	-3	8	43	1.1
38	O=C(CCCn1c(=O)[nH]c2cc(Cl)ccc2c1=O)N1CCN(c2ccc([N+](=O)[O-])cc2)CC1	3	/	13	-3	3	-6	0	1	1
39	Cn1c(SCC(=O)Nc2sccc2C#N)nnc1-c1ccccc1	4	1.1	-9	-4	13	-2	3	-12	1.2
40	CC12COC3(C(=O)Nc4cccnc4)CC1CCC32C (stereo unspecified)	2	1.2	19	-1	44*	-4	7	-4	1.1
41	NC(=O)Cn1c(S(=O)(=O)Cc2ccccc2)nc2ccccc21	1	1.2	10	-5	4	-12	3	43*	/
42	O=C1C2C3C=CC(C3)C2C(=O)N1CNc1ccccn1 (stereo unspecified)	9	/	-5	-1	8	-14	-1	-12	0.9
43	CN=C(Nc1cc(C)nn1CCC#N)c1ccccc1F	7	1.1	11	-2	5	-3	3	20	1
44	COc1ccc(OC)c(N/C=C2/CCCCC2=O)c1	-7	1.2	-3	-1	-4	-7	0	13	1.3
45	CC1CCN(S(=O)(=O)c2cccc(-c3nnc(-c4cccnc4)o3)c2)CC1	4	1.2	-20	-4	6	-5	0	4	0.8
46	O=C1/C(=C/c2ccc(N3CCOCC3)o2)SC(=Nc2ccccc2)N1CCc1c[nH]c2ccccc12	3	/	68*	-8	136*[fluorescence artefact?]	-20	2	-177	1.3
47	Cc1cc(C)cc(NCC(=O)Nc2c(C)cccc2C)c1	3	/	13	-3	-2	-15	3	14	1.1
48	COc1cccc(NC(=O)NCc2cccn2C)c1	-5	1.5	12	-9	-4	-5	0	29	1.1
49	Cn1c(CSc2nc3ccccc3s2)n[nH]c1=S	-13	1.1	22	-6	-1	1	2	22	1.8
50	Cc1nnc(NC(=O)c2ccc3c(c2)C(=O)N(CCC(C)C)C3=O)s1	0	1.1	8	-3	0	-13	-4	-16	1
51	CCOC(=O)Nc1ccc(C)cc1Br	-2	1.1	16	-7	11	1	0	-13	1
52	COc1ccc(N=C(C)C2=C(O)CSC2=O)cc1	0	1.4	-22	-8	5	-2	-1	-19	1.1
53	Cc1ccc(NC(=O)COc2ccc(-n3cnnn3)cc2)cc1C	6	1.4	-4	-3	1	-8	5	13	/
54	Cc1cccc(C)c1OCC(=O)Nc1cccc(-c2nnc(-c3ccccc3)o2)c1	-4	1.4	-5	-9	1	-12	4	-18	0.9
55	COCCNC(=O)c1nn2cccnc2c1Cl	-5	1.1	17	-2	14	-1	-4	-13	0.9
56	COc1ccc(C(=O)/C=C/Nc2cc(C)on2)c(OC)c1	0	1.5	3	-5	-1	2	-3	7	1
57	CCCC1(C(=O)OCC)NC(c2ccc(N(C)C)cc2)C2C(=O)N(c3ccc(OCC)cc3)C(=O)C21 (stereo unspecified)	7	1	14	-7	4	-2	-1	3	1.9
58	CC1=CC(C)(C)Nc2ccc(C)cc21	1	1.2	8	-6	1	-3	-3	13	1.2
59	NC(=O)c1ccsc1NC(=O)COc1ccccc1	-7	1.3	6	-6	3	-6	-1	-1	0.9
60	CCOc1ccc(OCC)c(NC(=O)CNS(=O)(=O)c2cccs2)c1	0	0.9	23	-4	10	-3	4	-4	1.1

(continued)
cpd	Structure	EphB4 ephrin blk	MT1-MMP txn act	S1P2 antag	S1P2 ag	Rev-RRE block	PLK1 kinase inh	FAK inh	Plk1 PBD FP	PLAP activator
61	CCc1nnc(NC(=O)C2Cc3ccccc3CN2S(=O)(=O)c2c(C)c(C)cc(C)c2C)s1 (stereo unspecified)	-6	/	-15	0	-1	-2	1	-10	1.6
62	CCc1cc2cc(C)ccc2nc1SCC(=O)N1CCN(C(=O)c2ccco2)CC1	3	1.2	-2	-10	2	-4	-1	2	1.7
63	O=C(c1cc(-c2cccnc2)nc2ccc(Br)cc12)N1CCC2(CC1)OCCO2	-2	1.2	6	-5	3	-10	-3	1	/
64	CCOC(=O)C1=C(CSc2n[nH]c(N)n2)NC(=O)NC1C (stereo unspecified)	2	1.1	14	-2	8	-1	0	-9	2.4*
65	Cc1ccc(-c2ccc(/C=N\NC(=O)C3C(=O)NCC3c3ccccc3)o2)cc1Cl (stereo unspecified)	4	/	-14	-4	1	-13	2	0	2.1*
66	O=C(NCc1ccco1)C(c1ccco1)N(Cc1cccs1)C(=O)Cn1nnc2ccccc21 (stereo unspecified)	0	1.2	1	2	2	-10	-2	0	/
67	O=C(C1CCCN(S(=O)(=O)c2cnc[nH]2)C1)N(CCc1ccccc1)Cc1ccccc1 (stereo unspecified)	-6	1.2	-10	-4	6	0	2	5	1.5
68	Cc1cccc2nc(CSCc3ccco3)cn12	6	1.1	13	-3	8	-4	4	-21	1.2
69	COc1ccccc1OCc1nnc(SCCN2CCOCC2)o1	8	1.1	9	-6	5	-6	-5	-22	1.1
70	COC(=O)Cn1c(C)nc2c(sc3nc(C)cc(C)c32)c1=O	-7	1.2	-22	-2	-2	-5	-1	-19	0.8
71	CCS(=O)(=O)N1CCN(C(=O)c2ccc(-c3ccccc3)cc2)CC1	2	1.4	18	-6	9	-10	6	32	1.4
72	N/C(Cc1cccs1)=N\OC(=O)COc1ccc(Br)cc1	-3	1.2	-10	-1	13	2	-1	-10	0.9
73	COc1ccc(N(C(=O)c2ccccc2OC)C2C=CS(=O)(=O)C2)c(OC)c1 (stereo unspecified)	-3	1	11	-5	1	-9	-3	12	1
74	CC(c1ccco1)N(C(=O)COc1ccc(Cl)cc1)c1ccccn1 (stereo unspecified)	-10	1.3	-7	0	-3	-9	-3	-7	1.4
75	COc1cc(C(=O)N2CCN(C(=O)CC(C)C)CC2)cc(OC)c1OC	-7	1	-16	-3	1	-15	-1	0	1.1
76	Nc1c(C(=O)NCc2ccccc2)nnn1Cc1ccccc1	1	/	1	-6	-2	-15	1	17	0.8
77	O=C(NCCCN1CCOCC1)[C@@H]1CSC2c3ccccc3C(=O)N21 (stereo partly specified)	2	1	-4	-4	1	0	-2	-15	1.7
78	CC(C)CNC(=O)C1CCCN(S(=O)(=O)c2ccc(-n3cnnn3)cc2)C1 (stereo unspecified)	-2	1	-7	-6	1	-13	1	11	0.8
79	Cc1ccc(S(=O)(=O)N2CCC(C(=O)NCc3ccncc3)CC2)cc1	-2	1.2	-20	-4	5	-5	0	-29	1.1
80	O=C(Cc1ccccc1)NC(NCCCN1CCOCC1)(C(F)(F)F)C(F)(F)F	2	1.2	-6	-4	3	4	-1	-2	1.3

A draw from above in order of molecular weight, lowest first:
cpd	Structure	EphB4 ephrin blk	MT1-MMP txn act	S1P2 antag	S1P2 ag	Rev-RRE block	PLK1 kinase inh	FAK inh	Plk1 PBD FP	PLAP activator
74	CC(c1ccco1)N(C(=O)COc1ccc(Cl)cc1)c1ccccn1 (stereo unspecified)	-10	1.3	-7	0	-3	-9	-3	-7	1.4
66	O=C(NCc1ccco1)C(c1ccco1)N(Cc1cccs1)C(=O)Cn1nnc2ccccc21 (stereo unspecified)	0	1.2	1	2	2	-10	-2	0	/
61	CCc1nnc(NC(=O)C2Cc3ccccc3CN2S(=O)(=O)c2c(C)c(C)cc(C)c2C)s1 (stereo unspecified)	-6	/	-15	0	-1	-2	1	-10	1.6

Individual results from above:
no. 67 in S1P2 antag shows -10
no. 66 in Rev-RRE block shows 2
no. 69 in PLAP activator shows 1.1
